# GLS inhibitor – glutaminase GLS (human) inhibition | O94925 | GLS enzymatic activity, qHTS titration | Potency, µM (titrated, usually from 45.5 µM), inactives show top-dose activity change, negative = inhibition, usual class: inhibitors | 0.21% of 410,000 active; note: % is set by controls: 0 for no effect and ±100 for the full control effect
# Target sequence (O94925 whole entry, looked up): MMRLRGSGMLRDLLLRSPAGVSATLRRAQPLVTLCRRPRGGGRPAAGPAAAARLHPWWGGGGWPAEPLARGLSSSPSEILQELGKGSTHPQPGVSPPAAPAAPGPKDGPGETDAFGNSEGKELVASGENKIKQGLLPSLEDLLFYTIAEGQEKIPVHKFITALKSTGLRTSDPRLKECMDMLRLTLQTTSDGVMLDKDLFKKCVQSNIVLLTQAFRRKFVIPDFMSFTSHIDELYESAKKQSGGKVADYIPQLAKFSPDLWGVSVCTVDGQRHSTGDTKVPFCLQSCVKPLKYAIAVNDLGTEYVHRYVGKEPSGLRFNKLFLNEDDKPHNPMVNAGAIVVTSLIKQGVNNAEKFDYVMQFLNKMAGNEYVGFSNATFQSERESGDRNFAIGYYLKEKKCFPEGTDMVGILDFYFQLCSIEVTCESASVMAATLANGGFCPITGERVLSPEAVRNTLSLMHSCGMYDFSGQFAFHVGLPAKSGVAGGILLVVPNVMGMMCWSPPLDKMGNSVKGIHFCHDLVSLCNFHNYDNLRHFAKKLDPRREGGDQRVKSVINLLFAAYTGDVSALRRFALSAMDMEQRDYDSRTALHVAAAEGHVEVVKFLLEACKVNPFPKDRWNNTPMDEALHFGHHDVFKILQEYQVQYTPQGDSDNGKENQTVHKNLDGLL
#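 Coupled fluorescence readout: glutamate oxidase/HRP/Amplex Red detect glutamate formed by hKGA from L-glutamine (1 mM solution added). Buffer 45 mM KH2PO4 pH 8.2, 0.02% Tween-20; reads at t0 and 30 min RT.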
# PGK inhibitor – inhibitors of T. brucei phosphoglycerate kinase. 0.043% of 380,000 active. PGK/GAPDH coupled, Kinase-Glo luminescence, 60 min. AID 602233. Potency, µM (highest dose often 57.5 µM), for the others: at the top dose activity change, negative = inhibition, most hits filed as inhibitors; note: % is set by controls: 0 for no effect and ±100 for the full control effect; nearly all actives have a fitted effect of over 60% in size
#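 Luminescent ATP detection (Kinase-Glo Plus) follows a 60-minute room-temperature incubation, with wells lacking PGK as controls. Buffer: 100 mM TEA (pH 7.6), 5 mM MgCl2, 0.01% Tween-20. Coupling enzyme GAPDH (100 nM final) supplies unstable 1,3-BPG in-well.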
# HP1b binding inh – HP1-beta chromodomain-methylated histone interaction inhibition | P83916 | AlphaScreen HP1-beta / biotin-H3K9me3 peptide binding | Potency, µM (titrated, usually from 114 µM), for the others: top-dose activity change, negative = inhibition, actives largely listed as inhibitors | 0.56% of 390,000 active | AID 540317; note: nearly all actives have a fitted effect of over 70% in size; inactives centre near 23
#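 AlphaScreen: HP1-beta (50 nM) preformed 30 min with biotin-H3(1-18)K9me3 peptide (50 nM) in PBS pH 7.4, 0.01% Tween-20. Compound added for 30 min at RT, then streptavidin donor/nickel chelate acceptor beads (10 ug/mL) for 30 min.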
# Pin1 inhibitor – human Pin1 inhibition. Pin1 FP peptide displacement, HiFluor488, 10 min. Q13526. 0.009% of 390,000 active. Potency, µM (series often up to 115 µM), inactives show top-dose activity, negative = inhibition, most hits filed as inhibitors; active = well fitted inhibition curve with a large enough effect in the polarisation, with a control signal flat, not every such curve was filed as active; inconclusive = small, poorly fitted or top-dose-only effect, or effect the other way, or a change in a side signal; inactive = no such curve, though single readings can be large or run the other way; the % refers to the polarisation; note: % is set by controls: 0 for no effect and ±100 for the full control effect
# Target sequence (Q13526 whole entry, looked up): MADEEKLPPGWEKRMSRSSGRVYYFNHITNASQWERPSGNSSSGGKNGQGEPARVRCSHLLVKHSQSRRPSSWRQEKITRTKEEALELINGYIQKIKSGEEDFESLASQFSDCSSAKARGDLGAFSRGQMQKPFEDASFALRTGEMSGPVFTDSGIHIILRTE
# ERG-DNA inh – ERG Ets/DNA interaction inhibition | 0.028% of 370,000 active | Potency, µM (doses to about 76.9 µM), inactives show at the highest dose FP activity, negative = inhibition, usual class: inhibitors | fluorescence polarization, His-ERG Ets domain / labelled DNA | P11308; active = well fitted inhibition curve with a large enough effect in the polarisation, with a control signal flat; inconclusive = small, poorly fitted or top-dose-only effect, or effect the other way, or a change in a side signal; inactive = no such curve, though single readings can be large or run the other way; the % refers to the polarisation;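 note: polarization taken with two DNA probes labelled with fluorescein and Texas red; % of control where 0% means no effect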
#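 His-tagged ERG Ets domain (1 uM in the protein solution; 300mM KCl, 50mM Tris-HCl, 1mM EDTA, 1mM DTT, pH 7.5) received compound, then a probe mix of 5 nM fluorescein-DNA and 100nM Texas-615-DNA. Fluorescence polarization was read for both dyes.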
# JMJD2A Tudor inh – JMJD2A Tudor domain (human) inhibition; O75164; AlphaScreen JMJD2A-Tudor / H3K4me3 peptide binding; Potency, µM (series often up to 114 µM), for the others: top-dose activity change, negative = inhibition, most hits filed as inhibitors; 4.4% of 390,000 active; note: % is set by controls: 0 for no effect and ±100 for the full control effect; nearly all actives have a fitted effect of over 50% in size
# TrxR1 inh – inhibitors of rat thioredoxin reductase 1. O89049. recombinant rTrxR1, NADPH fluorescence consumption, selenite substrate. Potency, µM (titrated, usually from 114 µM), without a hit: at the top dose activity change, negative = inhibition, hits mostly inhibitors. 1% of 390,000 active. AID 588453; note: % is set by controls: 0 for no effect and ±100 for the full control effect; nearly all actives have a fitted effect of over 65% in size
#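 Rat TrxR1 (90 nM in the dispensed reagent) was pre-reduced with 400 uM NADPH for 5 min at room temperature, then incubated with compound for 15 min. After 400 uM selenite was added, NADPH fluorescence (Ex 340/Em 450 nm) was followed for 8 min.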
# 12-LOX inh – inhibitors of human 12S-lipoxygenase ALOX12. P18054. purified 12hLO, xylenol orange hydroperoxide absorbance. Potency, µM (highest dose often 108 µM), without a hit: at the top dose activity change, negative = inhibition, most hits filed as inhibitors. 1.1% of 580,000 active. AID 1671190; note: % is set by controls: 0 for no effect and ±100 for the full control effect
#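 Purified human 12hLO at 150 nM in 25 mM Hepes, 0.01% Triton X-100, pH 7.0, preincubated 15 min at room temperature with compound. Reaction started with 40 uM arachidonic acid, 30 min at room temperature. Hydroperoxide measured by Fe-xylenol orange, 573/405 nm absorbance ratio.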
# RGS4 inh – inhibitors of human regulator of G protein signaling 4; P49798; Transcreener GDP fluorescence polarization, RGS4-accelerated GTP hydrolysis; Potency, µM (doses to about 114 µM), without a hit: top-dose activity change, negative = inhibition, hits mostly inhibitors; 0.039% of 390,000 active; AID 504845; note: % is set by controls: 0 for no effect and ±100 for the full control effect; nearly all actives have a fitted effect of over 75% in size; some results filed as inactive show a strong effect at the top dose
# Target sequence (P49798 whole entry, looked up): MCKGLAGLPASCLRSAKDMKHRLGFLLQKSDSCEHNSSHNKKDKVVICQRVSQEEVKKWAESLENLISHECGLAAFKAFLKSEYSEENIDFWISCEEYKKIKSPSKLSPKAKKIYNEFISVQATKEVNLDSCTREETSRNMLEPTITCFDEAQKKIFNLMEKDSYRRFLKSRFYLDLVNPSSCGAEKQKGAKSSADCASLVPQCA
#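 MLSMR compounds (23 nl, pin-transferred) preincubated 10 min at room temperature with a 500nM (2x) first reagent, then RGS4 at 900nM (2x) plus Transcreener GDP mix added; fluorescence polarization (620/688 nm) read before and after 90 min at 30 °C.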
# Starred values were filed as active, the others as inactive; i = inactive; ? = inconclusive; / = not tested or not shown; [ ] = remark or other dose. Unless noted, calls come from the whole dose curve; as a rule, active = well fitted curve in the direction sought with a large enough effect; inconclusive = small, poorly fitted or top-dose-only effect, or another doubt; inactive = no such curve, though single readings can be large; an effect the other way counts as inactive or inconclusive. Potency is the fitted concentration of half-maximal effect.
SMILES,GLS inhibitor,PGK inhibitor,HP1b binding inh,Pin1 inhibitor,ERG-DNA inh,JMJD2A Tudor inh,TrxR1 inh,12-LOX inh,RGS4 inh
O=C(NCc1nnc(SC/C=C/c2ccccc2)o1)c1ccco1,5%,i,2%,-6%,9%,-5%,40%[0.457 µM],452%[activator][57.4 µM],-33%
COCCn1c(=NC(=O)CSCC(=O)Nc2cc(C)on2)sc2cc(C(=O)OC)ccc21,17%,5%,2%,?,-1%,-34%,9%,1%,-16%[11.4 µM]
CCOC(=O)N1CCN(C(=O)C2CCN(S(=O)(=O)c3ccc(F)cc3)CC2)CC1,-1%,3%,29%,1%,-1%,10%,10%[57.1 µM],2%,10%
CCOc1ccc(NC(=O)C2CCN(S(=O)(=O)c3ccc4c(c3)N(C(C)=O)CCO4)CC2)cc1,6%,-4%,18%[57 µM],3%,-10%,9%,2%,6%,-31%
COc1ccccc1C(=O)Nc1nnc(S(=O)(=O)N2CCOCC2)s1,-3%,-10%,49%[activator],6%,5%,-1%,3%,-9%,-7%
COCC(=O)Nc1c(I)c(C(=O)NCC(O)CO)c(I)c(C(=O)N(C)CC(O)CO)c1I (centres undefined),2%,-2%,37%,-9%,6%,-4%,30%,-1%,-3%
COc1ccc(CNC(=O)COC(=O)C(CCSC)N2C(=O)c3ccccc3C2=O)cc1 (centres undefined),-2%,-6%,13%,3%,3%,-34%,22%,2%,41%
Cc1cc2c(cc3c(SCc4ccccc4Cl)nnc(C)n32)o1,5%,i,30%,0%,1%,?,18%,-25%,-12%
CCCCN(C)CCCNC(=O)Cn1c(=O)sc2ccccc21,-15%,-4%,12%,7%,7%,6%,13%[57.1 µM],0%,2%
CC(Oc1ccc2c3c(c(=O)oc2c1)CCC3)C(=O)NCCCn1ccnc1 (centres undefined),-15%,-10%,45%[activator],0%,12%,-12%,-5%,6%,-2%
CC(C)c1ccc(C(=O)NC2=NCCS2)cc1,3%,-4%,60%[activator],8%,-2%,-2%,4%[57.1 µM],3%,1%
COc1ccc(Cl)cc1NC(=O)CN(C)C(=O)c1cn2ccccc2n1,1%,-1%,38%,-3%,6%,-2%,18%,27%,-2%
CS(=O)(=O)Nc1ccc(C(=O)Nc2ccccc2-c2ccccc2)cc1,-3%,-7%,11%,-8%,6%,-7%,39%[activator],-51%,25%
O=C(NC1CCCC1)C(c1cccnc1)N(Cc1ccccc1)C(=O)c1csnn1 (centres undefined),-7%,i,-7%,-3%,2%,4%,5%[57.1 µM],-14%,-22%
O=C(O)C1CCC(CNS(=O)(=O)c2ccc(Br)cc2)CC1 (centres undefined),-1%,-3%,10%,-3%,9%,-9%,37%[activator],45%[activator],8%
CCOc1ccc(C2=CSC3=NCCN23)cc1Cl,3%,-5%,-16%,-4%,4%,-34%,24%[57.1 µM],?,?
O=C1COc2ccc(C(=O)COC(=O)c3ccccc3[N+](=O)[O-])cc2N1,-4%,i,6%,-2%,-1%,-23%,-8%,?,-10%
CC1CN(C(=O)CS(=O)(=O)Cc2ccccc2)CC(C)O1 (centres undefined),1%,4%,-3%,-3%,11%,-3%,-18%,1%,7%
CCOC(=O)c1c(S(=O)(=O)NCC(=O)Nc2ccccc2)c(C)n(C)c1C,-5%,-1%,51%[activator],0%,7%,-22%,31%,22%,-25%
CCCN(C(=O)c1ccc2c(=O)n3c(nc2c1)CCCCC3)c1cccc(Cl)c1,3%,/,5%,-6%,0%,-23%,3%,-22%,1%
Cc1ccc(NC(=O)CN2C(=O)S/C(=C/c3ccncc3)C2=O)cc1,2%,i,26%,3%,3%,-7%,5%[57.1 µM],185%[activator],-36%
COC(=O)c1ccc(C(=O)OC)c(NC(=O)c2cnn3c(C(F)F)cc(-c4ccccc4)nc23)c1,-3%,-6%,8%,-2%,3%,-12%,16%[57.1 µM],-15%,-4%
Cc1ccc(N(C(C)C(=O)Nc2ccc3c(c2)OCO3)S(C)(=O)=O)cc1 (centres undefined),?,5%,-26%,-16%,-3%,?,4%[57.1 µM],0%,-58%[11.4 µM]
Cc1c(Cl)ccc2c(C(=O)Nc3cc(C(C)(C)C)on3)cc(-c3ccccn3)nc12,-7%,-2%,45%[activator],0%,-9%,-17%,20%,3%,-22%
O=C(CCSCCC(=O)NN=Cc1ccc(F)cc1)NN=Cc1ccc(F)cc1,-18%,i,-5%,-4%,0%,-24%,-3%,9%,7%
CN(Cc1ccccc1)c1ccc(C(CC(N)=O)NC(=O)c2ccc(Br)cc2)cc1[N+](=O)[O-] (centres undefined),-1%,-8%,-3%,-1%,-10%,?,7%[57.1 µM],-9%,10%
CCCCc1cc(=O)oc2cc(C)cc(OCC(=O)N3CCC(C(=O)O)(c4ccccc4)CC3)c12,6%,i,16%,-3%,3%,-16%,30%,-19%,17%
COc1ccc2[nH]c(C(=O)O)c(CCNC(C)=O)c2c1,-9%,0%,37%,4%,-7%,-17%,22%[57.1 µM],?,-8%
COc1cc(OC)cc(C(=O)NC(C(=O)O)C23CC4CC(CC(C4)C2)C3)c1 (centres undefined),1%,i,33%,5%,2%,3%,23%[57.1 µM],1%,-32%
CC(=O)N1c2c(cc(Br)cc2S(=O)(=O)N2CCN(c3ccccc3F)CC2)CC1C (centres undefined),-8%,-4%,7%,18%,7%,-15%,27%[57.1 µM],6%,-19%
Cc1c(Cl)cccc1-n1ncc(C(=O)NC2CCCCC2)c1C1CCN(C(=O)OC(C)(C)C)CC1,-5%,i,-10%,0%,1%,-31%,38%[activator],-17%,12%
Cc1ccccc1/C=N/NC(=O)Cn1cnc([N+](=O)[O-])n1,-7%,-1%,24%,-11%,2%,-2%,-8%,6%,-16%
O=C(COc1ccccc1Cl)Nc1cnn(Cc2ccccc2)c1,0%,i,22%,0%,-2%,4%,8%[57.1 µM],-16%,-9%
CCc1ccc(NC(=O)CN(N=Nc2nonc2C)c2nonc2C)cc1,3%,10%,9%,-8%,1%,-7%,-1%[57.1 µM],-4%,6%
CCOC(=O)C1=C(O)C(=O)N(c2ccc(S(N)(=O)=O)cc2)C1c1ccccc1 (centres undefined),10%,-6%,10%,5%,0%,-23%,16%[57.1 µM],0%,-32%
CN(CCc1ccccc1)C(=O)c1ccc(NC(=O)Cc2ccc(NC(=O)C3CCCN(C(=O)C4CCCCC4)C3)cc2)cc1 (centres undefined),-3%,-2%,8%,29%,1%,-30%,29%,-3%,12%
COc1ccc(OC(=O)c2cn(-c3cccc(OC)c3)c(=O)c3ccccc23)cc1,5%,-4%,32%[57 µM],29%,-1%,5%,24%[57.1 µM],0%,-42%
Cc1cc(C(=O)O)oc(=O)c1,17%,2%,8%,3%,23%,-12%,11%[11.4 µM],163%[activator],18%
Cc1sc2ncn(C(C)C(=O)OC3CCCCC3)c(=O)c2c1C (centres undefined),11%,-4%,27%,-1%,-4%,10%,11%,6%,1%
CS(=O)(=O)N(CC(=O)N1CCN(Cc2ccc3c(c2)OCO3)CC1)C1CCCCC1,10%,-2%,20%,5%,-3%,-11%,-5%[57.1 µM],53%[activator],7%
Cc1cc(C)nc(SSc2nc(C)cc(C)n2)n1,12%,-3%,35%,-1%,-6%,10µM*,-10%,-22%,?
COc1cc(C(=O)OCc2ccc([N+](=O)[O-])cc2)cc(OC)c1OC,-4%,/,-12%,-5%,1%,-23%,36%[activator],-1%,-4%
CC(C)c1onc(C(=O)N2CCOCC2)c1[N+](=O)[O-],4%,i,28%,-3%,-2%,-11%,-13%[57.1 µM],2%,0%
Cc1cc(CNC(=O)c2cc(-c3ccccc3)nc3ccccc23)nn1C,1%,5%,49%[activator],5%,1%,12%,5%[57.1 µM],0%,-8%
COc1ccc(-c2nnc(-c3cc4c(ccc5ccccc54)oc3=O)o2)cc1,2%,i,41%[activator],16%,3%,-18%,23%[57.1 µM],-22%,2%
O=C(COc1cccc2c1CCNC2=O)Nc1ccc(F)cc1,-1%,-4%,34%,-4%,-8%,-10%,0%,1%,23%
CC1CCCCN1C(C(=O)O)c1ccccc1 (centres undefined),1%,-8%,28%,-2%,0%,-11%,2%,-22%,4%
COc1ccc(CC(=O)NCc2ccccc2)cc1OC,-6%,-2%,23%,1%,-4%,-14%,24%,25%,23%

# Compound profiles, from the list above. Screens in order: GLS inhibitor | PGK inhibitor | HP1b binding inh | Pin1 inhibitor | ERG-DNA inh | JMJD2A Tudor inh | TrxR1 inh | 12-LOX inh | RGS4 inh
# `COc1ccc2[nH]c(C(=O)O)c(CCNC(C)=O)c2c1` is listed as -9% | 0% | 37% | 4% | -7% | -17% | 22%[57.1 µM] | ? | -8%
# `CCOc1ccc(C2=CSC3=NCCN23)cc1Cl` is listed as 3% | -5% | -16% | -4% | 4% | -34% | 24%[57.1 µM] | ? | ?
# `COc1ccc(CNC(=O)COC(=O)C(CCSC)N2C(=O)c3ccccc3C2=O)cc1` (centres undefined) is listed as -2% | -6% | 13% | 3% | 3% | -34% | 22% | 2% | 41%
# `O=C1COc2ccc(C(=O)COC(=O)c3ccccc3[N+](=O)[O-])cc2N1` is listed as -4% | i | 6% | -2% | -1% | -23% | -8% | ? | -10%

# An excerpt (hit frequency here may not be typical).
